# Source: PubChem BioAssay (National Center for Advancing Translational Sciences (NCATS))
# LDHA block: inhibitors of human lactate dehydrogenase A. purified LDHA, NADH/diaphorase-resazurin fluorescence; hits give low values. 480,000 compounds, 0.15% hits. activity change, % (values are at about 110 or 230 µM). P00338; in the data active = activity change below about -30%; inconclusive = mostly about -25% to -30%;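 note: plate controls were DMSO wells for no effect and wells without enzyme for full effect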
#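 Remaining NADH was detected by diaphorase (0.133 mg/mL) converting 37 µM resazurin to fluorescent resorufin, read at 0 and 20 minutes. The preceding 5-minute room-temperature reaction used 2 nM LDHA, 0.2 mM sodium pyruvate and 0.06 mM NADH at pH 7.4.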
# The depositor's hits bear a star; u = inconclusive; & = joins results of further samples. This is a subset; count on the stated rates, not on these rows.
LDHA block,mol
9,Cc1cnc2c(S(=O)(=O)N(CC(C)C)C3CC3)cccc2c1
4,COc1ccc(Oc2c(C)oc3cc(OCC(N)=O)ccc3c2=O)cc1
0,COc1cccc(NC(=O)Cn2c(C)cc(=O)n3nc(-c4cccs4)nc23)c1
2,CC1CCCN(C(=O)C2CCN(C(=O)c3cc4ccccc4n3C)CC2)C1 (configuration not stated)
32,COc1ccc2[nH]c(C)c(CC(=O)O)c2c1
5,CC(=O)OCc1cnc(C)c2oc(=O)c(-c3nc(-c4ccccc4)no3)cc12
u,CCOCCCNC(=O)Cn1nc(C)c2ccccc2c1=O
1,CSc1ccc(CNC23CC4CC(C)(CC(C)(C4)C2)C3)cc1
-2,O=C(O)CCCNS(=O)(=O)c1ccc(Cl)cc1
10,COc1ccc(Cc2nc(P(=O)(OC)OC)c(NCc3cccnc3)o2)cc1

# Three entries drawn at random from those above:
LDHA block,mol
5,CC(=O)OCc1cnc(C)c2oc(=O)c(-c3nc(-c4ccccc4)no3)cc12
9,Cc1cnc2c(S(=O)(=O)N(CC(C)C)C3CC3)cccc2c1
2,CC1CCCN(C(=O)C2CCN(C(=O)c3cc4ccccc4n3C)CC2)C1 (configuration not stated)

# Carrying on.
LDHA block,mol
2,Cn1nc(-c2ccc(N3CCOCC3)c(NC(=O)c3ccc(Cl)cc3)c2)c2ccccc2c1=O
-4,COCCOC(=O)C(C#N)c1nc2ccccc2nc1N1CCN(c2ccccc2OC)CC1 (configuration not stated)
14,CC1=C/C(=N\Nc2nc3ccccc3[nH]2)CC(C)(C)C1
1,Cc1ccc(NS(=O)(=O)c2ccc(N/N=C/c3ccc([N+](=O)[O-])o3)c([N+](=O)[O-])c2)c(C)c1
6,COc1ccc(NC(=O)c2cccc(-n3cccc3)c2)c(OC)c1
1,COc1ccc(-c2ocnc2C(=O)Nc2cc(OC)cc(OC)c2)cc1
12,Cn1cc(/C=C(\NC(=O)c2ccco2)C(=O)N2CCOCC2)c2ccccc21
-4,COc1cc(C)c(Br)cc1S(=O)(=O)N1CCCCC1C (configuration not stated)
2,Cc1ccccc1C(=O)NC(NC(C)C)C(Cl)(Cl)Cl (configuration not stated)
-1,CCC1c2ccsc2CCN1C(=O)CCNC(=O)c1ccc(F)cc1F (configuration not stated)

LDHA block,mol
7,CC(CNCc1cccs1)CN1CCCCC1 (configuration not stated)
0,CS(=O)(=O)NC(=O)c1ccc(Cl)cc1F
-8,Cc1cc(C)cc(NC(=O)c2cc3c(cc2C)OCCCO3)c1
-4,O=C(O)CCNS(=O)(=O)c1ccc(Cl)cc1
-1,CCCCCc1ccc(OC(=O)c2ccc(Cl)cc2)cc1
-22,CCN(CC)C(=O)c1sc(NC(=O)C2c3ccccc3Oc3ccccc32)c(C#N)c1C
2,Cc1nc(-c2cccc(F)c2)sc1CCNC(=O)CC(C)(C)C
0,Cc1ccc(CNC(=O)c2ccc3ccccc3n2)s1
11,O=C(CSc1nc(-c2ccccc2)nc2cc(=O)[nH]n12)Nc1ccccc1F
10,CC(C)CNC(=O)CSc1ncnc2ccccc12

LDHA block,mol
13,O=C(CSc1ncnc2sc3c(c12)CCC3)NCc1ccc(F)cc1
0,Cc1cc(C)cc(C(=O)Nc2ccc(-c3nc4ccccc4s3)cc2C)c1
0,Cc1c(CC(=O)N2CCN(c3ccccc3)CC2)c(=O)oc2cc(O)ccc12
7,Cc1ccc(NC(=O)c2n[nH]c(=O)c3ccccc23)c(C)c1
12,COC(=O)Cc1c(C)c2ccc(OCC(=O)OCc3ccccc3)c(C)c2oc1=O
1,CCOC(=O)CN(Cc1cccs1)C1CC1
10,CCc1nnc2sc(-c3ccc(CNC(=O)C(C)(C)Oc4ccc(Cl)cc4)cc3)nn12
2,COc1ccc(-c2nc(C#N)c(NCC(c3cccs3)N(C)C)o2)cc1 (configuration not stated)
0,O=C(CSc1nc2nc[nH]c2c(=O)[nH]1)NCc1ccccc1Cl
2,Fc1ccccc1CNCCN1CCCC1

# Of the compounds above, 9 have four or more nitrogen atoms.
LDHA block,mol
0,COc1cccc(NC(=O)Cn2c(C)cc(=O)n3nc(-c4cccs4)nc23)c1
2,Cn1nc(-c2ccc(N3CCOCC3)c(NC(=O)c3ccc(Cl)cc3)c2)c2ccccc2c1=O
-4,COCCOC(=O)C(C#N)c1nc2ccccc2nc1N1CCN(c2ccccc2OC)CC1 (configuration not stated)
14,CC1=C/C(=N\Nc2nc3ccccc3[nH]2)CC(C)(C)C1
1,Cc1ccc(NS(=O)(=O)c2ccc(N/N=C/c3ccc([N+](=O)[O-])o3)c([N+](=O)[O-])c2)c(C)c1
11,O=C(CSc1nc(-c2ccccc2)nc2cc(=O)[nH]n12)Nc1ccccc1F
10,CCc1nnc2sc(-c3ccc(CNC(=O)C(C)(C)Oc4ccc(Cl)cc4)cc3)nn12
2,COc1ccc(-c2nc(C#N)c(NCC(c3cccs3)N(C)C)o2)cc1 (configuration not stated)
0,O=C(CSc1nc2nc[nH]c2c(=O)[nH]1)NCc1ccccc1Cl

# (list continues)
LDHA block,mol
8,O=C(NCC(O)c1ccc(F)cc1F)c1cnccn1 (configuration not stated)
3,CC(=O)Nc1ccc(NC(=O)c2ccc(C)cc2Cl)cc1
4,CCCCc1cnc2c(c1SCC(N)=O)c(=O)n(C)c(=O)n2C
-2,CCc1ccc(CNC(=O)c2cc(Cl)c(NC(=O)C3=C(C)OCCS3)cc2OC)cc1
3,Cc1c(P(=S)(c2ccccc2)c2ccccc2)[n+]2ccccc2n1CCCc1ccccc1
5,O=C(NC1CCCCC1)c1ccncc1
-1,Cc1cccc(C)c1-n1c(SCC(=O)Nc2ccc(C(=O)O)cc2)nnc1-c1cccc([S+](=O)([O-])N2CCCC2)c1
-8,CCCCNC(=O)NC(=O)CN(C)CCCc1ccccc1
4,Cc1cc(NS(=O)(=O)c2cc(-c3ccc4nnc(C)n4n3)ccc2C)c(C)cc1Br
-3,COc1ccccc1OCC(=O)Nc1cc(-c2ccc(Cl)cc2)no1

LDHA block,mol
-17,COc1ccc(C)cc1CN1CCN(C(=O)Nc2ccc(F)cc2)CC1
-2,CCN(CC)S(=O)(=O)c1ccc(-c2nc(C#N)c(N3CCCCCC3)o2)cc1
5,COc1ccc(S(=O)(=O)Oc2ccc3c(c2)O/C(=C\c2ccc(OC)c(OC)c2OC)C3=O)cc1
-2,S=C(Nc1ccccc1)c1ccccc1
6,CCOC(=O)NC(C(=O)NCc1cccc(OC)c1)C(C)C (configuration not stated)
1,COc1cc(F)ccc1C(C)=O
11,CC(C)Cn1c(SCC(=O)NCc2ccc(Cl)cc2)nc2ncccc2c1=O
1,COc1ccc(-c2nc(C#N)c(NCc3ccc4c(c3)OCO4)o2)cc1
0,O=C(C(c1ccccc1)c1ccccc1)N(C1CCCCC1)C1CCCCC1
9,O=C(/C=C/c1ccc(Cl)cc1Cl)Nc1ccc(-c2ccccc2)cc1

LDHA block,mol
5,CC(C)C(=O)N/N=C/c1ccc(Br)cc1
0,Cc1ccc(-c2nc3ccc(C)cc3nc2-c2ccc(C)cc2)cc1
1,CCCNC(=O)COc1ccccc1NC(C)=O
-5,CCn1cnc2c1c(=O)n(CC(=O)N(Cc1ccc(F)cc1)C1CC1)c(=O)n2Cc1ccccc1
11,CC1CCN(C(=O)C2CCN(C(=O)c3cc4ccccc4n3C)CC2)CC1
4,O=C(O)CCC(NC(=O)Cc1ccc2ccccc2c1)C(=O)O (configuration not stated)
3,O=C(NCC1(c2ccccc2)CCC1)C12CC3CC(CC(C3)C1)C2
0,CC(=O)N1c2ccc(S(=O)(=O)Nc3ccc(C)c(C)c3)cc2CC1C (configuration not stated)
-1,N#Cc1cc2c(nc1N1CCN(C(C(=O)O)c3c[nH]c4ccccc34)CC1)CCCC2 (configuration not stated)
2,COCCn1c(COc2ccc(C(C)(C)c3ccccc3)cc2)n[nH]c1=S

LDHA block,mol
-12,O=[S+]([O-])(c1ccc2c(c1)OCCO2)N1CCN([S+](=O)([O-])c2c(F)cc(F)cc2Br)CC1
1,CCOC(=O)c1cccc(NC(=O)C2=Cc3ccccc3OC=C2)c1
4&8,CC(C)CCOc1ccc(CO[C@@H]2[C@H]3OC(C)(C)O[C@H]3O[C@@H]2[C@@H](O)CO)cc1
4,CCCc1cc(=O)oc2cc(OS(=O)(=O)c3ccc(F)cc3Cl)ccc12
1,O=CN1CCN(C(C(=O)O)c2cn(Cc3ccccc3)c3ccc(C(=O)O)cc23)CC1 (configuration not stated)
0,O=C(NCC(=O)N(Cc1ccsc1)C1CC1)c1ccccc1
2,NS(=O)(=O)c1ccc(CCNCC(O)COCc2ccc(Cl)cc2)cc1 (configuration not stated)
-2,COCc1cccc(C(=O)NCc2ccc(C(=O)O)cc2)c1
-11,Cc1nc(-c2ccncc2)[nH]c(=O)c1CC(=O)N(C)C(C)C(C)(C)C (configuration not stated)
-12,CC(C)NC(=O)Cc1ccc(-n2c(=O)c3ccccc3n(Cc3ccccc3)c2=O)cc1

LDHA block,mol
4,CCOc1ccc(Cn2c(Oc3ccc(F)cc3)nc3c2c(=O)n(C)c(=O)n3C)cc1OCC
-9,O=C(O)CCc1ccc(Cl)cc1Cl
0,CCN(CC)C(=O)Oc1ccc2c(=O)c(-c3ccccc3)c(C(F)(F)F)oc2c1
0,Cc1nc(NC2CC2)sc1C(=O)NCc1ccco1
13,C=CCN1CCN(c2nc3c(c(=O)[nH]c(=O)n3C)n2Cc2cc(C)ccc2C)CC1
-9,Cc1sc2ncn(CCC(=O)NC3CCN(Cc4ccccc4)CC3)c(=O)c2c1C
-2,COc1cc2c(cc1OC)C(C)N(C(=O)c1cc(Cl)cc(Cl)c1)CC2 (configuration not stated)
33,COC(=O)c1ccc(NC(=O)COc2ccc3c(c2)OCCO3)cc1
1,O=C(OCC(=O)c1ccc[nH]1)c1cccc(S(=O)(=O)Nc2ccc(F)cc2)c1
-3,O=C(OCc1c(F)cccc1Cl)c1ccccc1Nc1ccccc1

LDHA block,mol
9,COc1ccc2c(C)c(CC(=O)NCc3ccccc3)c(=O)oc2c1OC
6,O=C(NC1CCCCC1)C1(c2cccc(Cl)c2)CCC1
-3,O=C(Nc1cccc(Cl)c1SC(F)F)C1CCCC1
10,Cc1cc(C)c2oc(C(=O)N(Cc3ccc(C)o3)c3ccccn3)cc(=O)c2c1
6,O=C(NNC(=O)C1CCCC1)c1ccccc1OCc1ccc(F)cc1
-13,Cn1ccnc1C(NC(=O)Cc1ccsc1)c1ccccc1F (configuration not stated)
3,Cc1ccc(SC(C)C(=O)Nc2ccc(F)cc2F)cc1 (configuration not stated)
0,COc1ccc(-c2nc3cc(NC(=O)C(C)C)ccc3o2)cc1Cl
-8,CC1C(c2ccc(Cl)cc2)=[N+]([O-])C(C)(c2cccc([N+](=O)[O-])c2)N1O (configuration not stated)
-5,Cc1c(F)cccc1NC(=O)C12CC3CC(CC(C3)C1)C2

LDHA block,mol
3,CCC(=O)N1CCN(c2ccc(NC(=O)c3cc4ccccc4cc3OC)cc2)CC1
6,COc1ccc(N2CC(C(=O)O)CC2=O)cc1OC (configuration not stated)
-4,O=C(O)CCCOc1ccc(C(=O)/C=C/c2ccc(C(=O)O)cc2)cc1
-22,Cc1cc(C)c(C(=O)COC(=O)c2ccc(C=O)cc2)c(C)c1
-12,Cc1ccsc1CN(C)C(=O)Cn1c(=O)c2c(ncn2C2CCCC2)n(Cc2ccccc2)c1=O
0,CC(NC(=O)c1ccc(Cl)cc1)C(=O)NCc1cnn(-c2ccccc2)c1 (configuration not stated)
5,Cc1ccc(CSCCCn2c(=O)c3c(ncn3C)n(C)c2=O)cc1
3,CCc1ccc([C@@H]2c3c(C)nn(-c4ccccc4)c3NC(=O)[C@H]2NC(=O)c2ccccc2)cc1
37,CCCCCCCCCCCCS(=O)C(CO)CO (configuration not stated)
-6,Cc1ccc(NC(=O)N2CCN(S(=O)(=O)c3cc4c(cc3Cl)NC(=O)C(C)O4)CC2)cc1C (configuration not stated)

LDHA block,mol
-4,Cc1ccc2c(c1)C(C)(C)C1(/C=C/c3cccc(Cl)c3)NC(=O)CN21 (configuration not stated)
-3,O=S(=O)(NC1CCSc2c(F)cccc21)c1ccccc1 (configuration not stated)
2,Cc1[nH]c2ccccc2c1C
-6,Cc1ccc(S(=O)(=O)C(CNS(=O)(=O)c2ccc(Cl)cc2)c2cccnc2)cc1 (configuration not stated)
0,CC(CCc1ccccc1)NC(=O)c1cc(=O)[nH]c2ccccc12 (configuration not stated)
-1,Cc1ccc(-c2cc(C(F)F)n3ncc(C#N)c3n2)cc1
1,Cc1ccccc1CS(=O)CCC(=O)Nc1ccccc1 (configuration not stated)
-7,CCCOP(=O)(OCCC)c1nc(-c2ccccc2)oc1NC
0,CCCCC(=O)NCCCCNC(=O)CCCC
7,CCc1ccccc1NC(=O)c1cc(C2CC2)nc2ccccc12

LDHA block,mol
-15,O=S(=O)(c1ccccc1)N1CCN(Cc2cccc3cccnc23)CC1
-18,CC(C)NC(=O)CSc1nnc(-c2cc3c(s2)CCC(C(C)(C)C)C3)n1C (configuration not stated)
3,O=C(NCc1ccc(F)cc1)c1n[nH]c2c1CCCC2
-6,CCCCSc1nc2c(c(=O)[nH]c(=O)n2C)n1CCCC
-2,O=C(Nc1cccc(Cl)c1)N(Cc1cccc(O)c1)C1CCC(O)CC1 (configuration not stated)
-1,Cc1nnc(SCC(=O)Nc2sc3c(c2C#N)CCCC3)n1CC(C)C
2,O=C(NCCc1ccc(O)cc1)Nc1ccc(F)cc1
17,COc1ccc2c(C)c(CCC(=O)Nc3ccccc3)c(=O)oc2c1
-18,CCC(C)Sc1nc2c(c(=O)n(C)c(=O)n2C)n1Cc1ccccc1Cl (configuration not stated)
-1,C=C(C)[C@@H]1CCC2(C(=O)OC)CC[C@]3(C)C(CCC4[C@@]5(C)C/C(=C\c6cccc(OC)c6OC)C(=O)C(C)(C)C5CC[C@]43C)C12 (some centres not stated)

# By substructure: those above containing bromine (four)
LDHA block,mol
-4,COc1cc(C)c(Br)cc1S(=O)(=O)N1CCCCC1C (configuration not stated)
4,Cc1cc(NS(=O)(=O)c2cc(-c3ccc4nnc(C)n4n3)ccc2C)c(C)cc1Br
5,CC(C)C(=O)N/N=C/c1ccc(Br)cc1
-12,O=[S+]([O-])(c1ccc2c(c1)OCCO2)N1CCN([S+](=O)([O-])c2c(F)cc(F)cc2Br)CC1
